From PubChem
GalR3 antag: human GalR3 antagonism | 360,000 tested, 0.44% active | inhibition, % at 3 µM | HEK293 GalR3-CNG cAMP membrane potential fluorescence; galR3 body fused to GalR1 C-terminus | O60755 | AID 651719;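 active = inhibition above the screen-wide average plus 3 SD, cut at about 13% in these data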;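 also: forskolin and galanin both at EC90 stimulate the cells; cAMP rise reported by CNG channel membrane potential dye signal; 0% = forskolin plus galanin with DMSO and 100% = forskolin alone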
Target sequence (O60755 1-299 limits assumed): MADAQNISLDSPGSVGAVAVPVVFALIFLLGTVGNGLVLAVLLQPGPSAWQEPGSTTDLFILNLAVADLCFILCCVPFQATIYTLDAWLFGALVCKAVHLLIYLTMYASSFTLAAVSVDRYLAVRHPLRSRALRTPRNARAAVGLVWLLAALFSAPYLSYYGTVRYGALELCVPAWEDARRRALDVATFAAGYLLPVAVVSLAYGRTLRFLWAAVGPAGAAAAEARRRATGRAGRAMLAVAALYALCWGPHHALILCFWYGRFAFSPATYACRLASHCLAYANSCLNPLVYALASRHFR
V1aR counter: activates human V1a receptor in oxytocin agonist counter-screen; P37288; CHO-V1R cells, Fluo-8 calcium fluorescence, agonist mode; 0% DMSO, 100% 3 nM vasopressin; activation, % at 3 µM; 320,000 tested, 0.25% active;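 active = activation above the mean activation of all tested compounds plus 3 SD, per screening run, cut at about 20% in these data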;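 also: signal is peak over basal fluorescence ratio across a 100 second FLIPR read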
OXTR agonist: human OXTR agonism; CHO-OTR cells, Fluo-8 calcium fluorescence; normalized: DMSO 0%, oxytocin 100%; activation, % at 3 µM; 320,000 tested, 0.32% active; AID 2435;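 active = activation above the mean of all tested compounds plus 3 SD, cutoff set per screening run, cut at about 20% in these data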;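 also: peak over basal fluorescence ratio from a 100 s FLIPR kinetic read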
Target sequence (P30559 whole entry, looked up): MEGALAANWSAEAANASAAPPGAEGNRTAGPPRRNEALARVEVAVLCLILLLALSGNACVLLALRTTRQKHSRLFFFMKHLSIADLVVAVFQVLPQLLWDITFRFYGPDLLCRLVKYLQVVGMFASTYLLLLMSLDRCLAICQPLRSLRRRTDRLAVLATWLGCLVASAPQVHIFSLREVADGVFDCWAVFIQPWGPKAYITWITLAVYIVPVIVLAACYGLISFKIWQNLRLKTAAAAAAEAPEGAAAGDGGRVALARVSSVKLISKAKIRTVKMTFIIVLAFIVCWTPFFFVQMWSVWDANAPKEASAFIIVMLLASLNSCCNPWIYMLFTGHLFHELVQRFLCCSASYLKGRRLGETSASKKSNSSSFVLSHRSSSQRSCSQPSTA
PfM18AAP inh: PfM18AAP enzyme inhibition. recombinant PfM18AAP, H-Glu-NHMec fluorogenic cleavage. 290,000 tested, 1.2% active. inhibition, % at 7.35 µM;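 active = inhibition above the campaign mean inhibition over all tested compounds plus 3 SD, cut at about 28% in these data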;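 also: 0% = plate median of test compound wells and 100% = 2 mM ZnCl2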
NALP1 inh: inhibitors of NALP1 inflammasome in yeast. S. cerevisiae NALP1/ASC/caspase-1 growth, X-gal OD620, 72 h. inhibition, % at 10 µM. 280,000 tested, 0.61% active. AID 2071; in the data active = inhibition mostly above about 24%, no sharp cut-off; inactive = mostly below about 32%; also: some compounds called inactive have numbers as strong as hits
MEKK2wt PB1 HTS: raises or lowers MEK5 binding to wildtype human MEKK2 PB1 domain. Q9Y2U5. bead flow cytometry, Alexa488-MEK5 binding to MEKK2 WT; actives lie on both sides. binding response (% of control), % at 10 µM. 290,000 tested, 1.1% active; in the data active = binding response below about 67% or above about 130%; inconclusive = no clear call, values can overlap the other calls; inactive = in between
GPR7 antagonist: blocks human GPR7 receptor signaling; 290,000 tested, 1.1% active; inhibition, % at 4.4 µM; GPR7-expressing cells, fluorescence antagonist assay; P48145; in the data active = inhibition above about 16%, passing the limit was not always enough;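 also: cells stimulated with the agonist NPW; 0% = agonist with vehicle and 100% = vehicle without agonist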
Target sequence (P48145 whole entry, looked up): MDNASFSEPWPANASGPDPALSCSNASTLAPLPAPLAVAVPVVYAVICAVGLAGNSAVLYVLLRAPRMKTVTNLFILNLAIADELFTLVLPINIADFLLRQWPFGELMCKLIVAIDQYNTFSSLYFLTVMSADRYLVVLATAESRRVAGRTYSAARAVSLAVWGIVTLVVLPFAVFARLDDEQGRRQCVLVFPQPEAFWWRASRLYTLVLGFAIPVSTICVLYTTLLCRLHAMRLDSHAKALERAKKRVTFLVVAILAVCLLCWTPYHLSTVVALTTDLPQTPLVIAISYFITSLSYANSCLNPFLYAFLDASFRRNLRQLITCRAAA
MEKK2 mut-MEK5: signal of MEK5 binding to mutant human MEKK2 PB1 domain | percent response, % at 10 µM | 290,000 tested, 0.35% active | AID 1530 | bead flow cytometry, Alexa488-MEK5 binding to MEKK2 mutant; in the data active = percent response above about 24%, passing the limit was not always enough; also: inactives centre near 1; some results filed as inactive read as strong as hits; reference of the scale not given here
OXTR potentiate: potentiates the human oxytocin receptor response; P30559; activation, % at 3 µM; 320,000 tested, 0.061% active; CHO-OTR cells, Fluo-8 calcium fluorescence, potentiator mode; 0% = oxytocin EC15, 100% = EC100;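 active = activation above that plate's cutoff, the mean activation of tested compounds plus 3 SD, cut at about 6.6% in these data, passing the limit was not always enough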;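 also: 100% uses oxytocin at 75 nM as the full agonist control; some results filed as inactive read as strong as hits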
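test system = CHO-OTR cells, human receptor | compound = single-point 3.0 µM | schedule = 6 min compound pre-incubation at room temperature, 100 s kinetic read | signal = Fluo-8 no-wash calcium dye fluorescence, excitation 470-495 nm, emission 515-575 nm | repeats = single well per compound, singlicate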
Active calls of the source: *; ? = inconclusive; . = no result given.

Compound | GalR3 antag | V1aR counter | OXTR agonist | PfM18AAP inh | NALP1 inh | MEKK2wt PB1 HTS | GPR7 antagonist | MEKK2 mut-MEK5 | OXTR potentiate
COc1cccc(C2c3c(oc4ccccc4c3=O)C(=O)N2CCCN2CCOCC2)c1 (stereo unspecified) | 1 | 0.3 | -0.3 | -3 | 25 | 94 | 7 | -5 | 4
C=CCN1C(=O)c2ccc(C(=O)Nc3ccccn3)cc2C1=O | -4 | 0.1 | 0.0 | . | . | . | . | . | -7
CC1CCN(c2c(NCc3ccc(C(=O)NCc4ccco4)cc3)c(=O)c2=O)CC1 | 3 | 0.3 | -0.5 | -6 | 25 | 101 | -7 | -4 | -4
O=C(O)COc1ccc(Br)cc1C(c1c(C(=O)O)[nH]c2ccccc12)c1c(C(=O)O)[nH]c2ccccc12 | . | 0.5 | -1.7 | 1 | 23 | 103 | -8 | 1 | 1
COC(=O)c1ccccc1NC(=O)C1CCN(S(C)(=O)=O)CC1 | -5 | 0.7 | 0.9 | 0 | 26 | 98 | 2 | 0 | -4
COc1ccc(C2/C(=C(/O)c3ccc4c(c3)CC(C)O4)C(=O)C(=O)N2Cc2ccncc2)cc1 (stereo unspecified) | -7 | 1.8 | 0.3 | 17 | 19 | 99 | 13 | -2 | -5
CCn1c(=O)c2cc(C(=O)NCC(OC)OC)sc2c2ccccc21 | -11 | 2.6 | 0.6 | -10 | 21 | 102 | -6 | 4 | -7
O=C(CCNC(=O)Cn1cnc2ccccc2c1=O)NCC1CCCO1 (stereo unspecified) | -3 | 0.2 | 0.8 | -10 | 22 | 78 | -9 | -13 | -5
Cc1nonc1CN(C)C(=O)c1cc(COc2ccc(F)cc2Cl)on1 | -4 | 3.0 | 1.4 | 7 | -5 | 102 | 30* | 3 | -10
CC1=C(C(=O)NC(C)CCc2ccccc2)C2(CCC(C)CC2)OC1=O (stereo unspecified) | -5 | -1.2 | -1.9 | 7 | -5 | 95 | -8 | -12 | -10
COc1ccccc1NC(=O)Nc1ccc(Cl)c(S(=O)(=O)Nc2ccccc2OC)c1 | 3 | 1.9 | -1.0 | 2 | 1 | 123 | -2 | 3 | -8
O=C(c1ccc(S(=O)(=O)Nc2ccccc2)cc1)N1CCC1 | 4 | -0.1 | 0.6 | . | . | . | . | . | -6
O=C(N[C@@H](Cc1ccccc1)C(=O)NC1CCCCCC1)c1ccco1 | -4 | -0.8 | -2.2 | 0 | 41* | 96 | 8 | 0 | 0
O=C(N/N=C/c1cccs1)C(=O)Nc1cccc(Cl)c1 | -3 | 10 | 5.6 | 10 | -5 | 93 | 19 | -9 | -4
O=C(CSc1nnc2c(n1)[nH]c1ccccc12)Nc1ccc2c(c1)OCO2 | -8 | 0.3 | -0.4 | 8 | 10 | 99 | 5 | 1 | -2
CC1(c2ccc3c(c2)OCO3)NC(=O)N(CC(=O)NCCC2=CCCCC2)C1=O (stereo unspecified) | -4 | 3.8 | 1.5 | -1 | 6 | 91 | -10 | -4 | -15
S=C(Nc1cccc(Cl)c1)Nc1cccc2cnccc12 | . | 0.2 | 0.8 | 10 | 7 | 104 | -17 | 12 | 3
COc1ccc(CC(=O)NCC2CCCN(Cc3ccc(SC)cc3)C2)cc1 (stereo unspecified) | -11 | 0.9 | -0.2 | -7 | 23 | 111 | 12 | 1 | -6
Clc1ccc(OCc2nc(-c3ccncc3)no2)c(Br)c1 | 2 | 0.5 | 0.4 | 5 | 28 | . | -5 | . | -9
CCc1c(C)nc(N2CCN(Cc3ccc4c(c3)OCO4)CC2)[nH]c1=O | -11 | 6.2 | 6.8 | -2 | 11 | 103 | 1 | 7 | -17
COc1ccc(O)c(C(=O)/C=C/c2cc3ccccc3o2)c1 | -1 | 0.8 | 1.7 | -6 | . | 101 | 1 | 3 | -15
CCc1ccccc1NNC(=O)c1snnc1C | -7 | 1.0 | 2.4 | 9 | -4 | 101 | -15 | 1 | -6
Cc1c(C#N)c(O)[nH]c(=O)c1N=Nc1ccc(Br)cc1C(=O)O | -9 | -0.2 | 1.2 | 7 | -11 | 88 | -17 | -5 | -1
C#CCOCCOCCOCCNc1nc(N2CCN(C(=O)C([C@@H](C)O)n3cc([C@@H](N)CCCCN)nn3)CC2)nc(N2CCN(C(=O)[C@H](CC(N)=O)n3cc(C(N)[C@@H](C)CC)nn3)CC2)n1 (stereo partly specified) | -3 | 1.7 | 1.3 | . | . | . | . | . | -4
COc1cc2cc(CCCOC(=O)c3ccc(C(F)(F)F)cc3)oc(=O)c2cc1OC | -3 | 0.3 | -1.0 | . | . | . | . | . | 3

An excerpt from above in order of heavy-atom count, low to high.
Compound | GalR3 antag | V1aR counter | OXTR agonist | PfM18AAP inh | NALP1 inh | MEKK2wt PB1 HTS | GPR7 antagonist | MEKK2 mut-MEK5 | OXTR potentiate
Cc1nonc1CN(C)C(=O)c1cc(COc2ccc(F)cc2Cl)on1 | -4 | 3.0 | 1.4 | 7 | -5 | 102 | 30* | 3 | -10
COc1cc2cc(CCCOC(=O)c3ccc(C(F)(F)F)cc3)oc(=O)c2cc1OC | -3 | 0.3 | -1.0 | . | . | . | . | . | 3
COc1cccc(C2c3c(oc4ccccc4c3=O)C(=O)N2CCCN2CCOCC2)c1 (stereo unspecified) | 1 | 0.3 | -0.3 | -3 | 25 | 94 | 7 | -5 | 4

Quoted from the listing:
Value for Cc1c(C#N)c(O)[nH]c(=O)c1N=Nc1ccc(Br)cc1C(=O)O in MEKK2wt PB1 HTS: 88
Value for C#CCOCCOCCOCCNc1nc(N2CCN(C(=O)C([C@@H](C)O)n3cc([C@@H](N)CCCCN)nn3)CC2)nc(N2CCN(C(=O)[C@H](CC(N)=O)n3cc(C(N)[C@@H](C)CC)nn3)CC2)n1 (stereo partly specified) in GalR3 antag: -3
Value for CCc1c(C)nc(N2CCN(Cc3ccc4c(c3)OCO4)CC2)[nH]c1=O in MEKK2 mut-MEK5: 7
Value for O=C(CCNC(=O)Cn1cnc2ccccc2c1=O)NCC1CCCO1 (stereo unspecified) in OXTR potentiate: -5
Value for Cc1nonc1CN(C)C(=O)c1cc(COc2ccc(F)cc2Cl)on1 in MEKK2wt PB1 HTS: 102
Value for CCc1ccccc1NNC(=O)c1snnc1C in NALP1 inh: -4
Value for COc1ccc(CC(=O)NCC2CCCN(Cc3ccc(SC)cc3)C2)cc1 (stereo unspecified) in V1aR counter: 0.9

(cont.)
Compound | GalR3 antag | V1aR counter | OXTR agonist | PfM18AAP inh | NALP1 inh | MEKK2wt PB1 HTS | GPR7 antagonist | MEKK2 mut-MEK5 | OXTR potentiate
COc1ccccc1N1CCN(CCCn2c(=S)[nH]c3ccccc3c2=O)CC1 | -8 | -0.1 | -2.2 | -10 | 11 | 112 | -12 | 11 | -14
COc1ccc(Cl)cc1C(=O)OCC(=O)N(CC(C)C)c1c(N)n(Cc2ccccc2)c(=O)[nH]c1=O | -2 | -0.1 | -0.3 | . | . | . | . | . | -5
C=CCNC(=O)/C(C#N)=C/c1c(N2CCN(c3ccccc3)CC2)nc2c(C)cccn2c1=O | -9 | 0.2 | -2.0 | 7 | 6 | 92 | -23 | 0 | -9
CCc1ccc2c(c1)[C@H]1OCC[C@H]1[C@@H](c1cccs1)N2 | 4 | 0.3 | -2.0 | 4 | 17 | 103 | -4 | -1 | -6
CCOC(=O)c1nc2cc3n(c(CC(C)C)c-2c1C)CC(C)=C3C | -7 | 1.4 | 0.0 | 5 | 10 | 97 | 3 | 4 | -6
COc1ccc(C/C(=N\O)c2ccc(OC)cc2)cc1 | 7 | -0.9 | -1.9 | -7 | -5 | 99 | 14 | -2 | -11
NC(=O)c1ccc(N2CCNC(=O)C2)c([N+](=O)[O-])c1 | 0 | 0.5 | 0.9 | 6 | 23 | 99 | -6 | -1 | -20
CCn1cc(C(=O)N2CCCC(N3CCN(c4ccccc4C)CC3)C2)cn1 (stereo unspecified) | -9 | 1.1 | -0.3 | 7 | -13 | 97 | 9 | 3 | -4
CC(=O)NC1=NN(C(C)=O)C(c2cccs2)S1 (stereo unspecified) | -2 | 1.3 | -0.9 | -3 | 6 | 94 | -2 | 2 | -9
O=C(COC(=O)Cc1ccccc1F)NNC(=O)c1ccc(Cl)cc1 | -1 | 0.1 | -0.7 | . | . | . | . | . | -15
O=C(Nc1ccc2c(c1)OCCO2)c1cc(-n2cnnc2)ccc1Cl | 1 | 1.1 | 1.0 | -13 | -6 | 102 | -15 | 3 | -1
CCN(CCNC(=O)C1CCN(S(C)(=O)=O)CC1)c1ccccc1 | -1 | -0.2 | 0.0 | 3 | 24 | 111 | -5 | 5 | 0
COc1cc2ccccc2cc1C(=O)OCC(=O)c1c(N)n(C)c(=O)n(C)c1=O | -7 | 5.8 | 1.7 | . | . | . | . | . | -9
COc1ccc(NC(=O)CN(c2ccc(OC)c(Cl)c2)S(=O)(=O)c2ccccc2)cc1 | -9 | 0.3 | -0.8 | 5 | 3 | 100 | -11 | 2 | -15
O=C(O)CC(c1ccccc1)n1cnnn1 (stereo unspecified) | -3 | 1.0 | 0.0 | 4 | 5 | 100 | 12 | 1 | -4
CN(CC(=O)Nc1ccc(Cl)c(C(F)(F)F)c1)C(=O)CCN1C(=O)C2CC=CCC2C1=O (stereo unspecified) | -4 | 9.4 | 13 | . | . | . | . | . | -9
COc1ccc(S(=O)(=O)NC(C)C(=O)O)cc1 (stereo unspecified) | 2 | 0.6 | 0.0 | 7 | 1 | 102 | -1 | 2 | 1
CC(C)NC(=O)CCCc1c[nH]c2ccccc12 | 0 | 0.6 | 1.6 | -1 | -10 | 120 | -12 | 1 | -14
C/C(=N\NC(=O)c1nnn(-c2nonc2N)c1-c1ccccc1)c1ccco1 | -2 | . | . | 2 | -2 | 103 | -27 | 0 | .
O=C(O)COc1ccc(/C=N/n2cnc3scc(-c4cccs4)c3c2=O)cc1 | -5 | 0.1 | -0.2 | -1 | 26 | 100 | -2 | 1 | 5
CCOC(=O)Nc1sc(C)c(C)c1C(N)=O | 9 | -0.5 | -1.0 | 4 | 14 | 97 | -6 | 9 | 3
CC(C)OCCCNC(=O)c1ccc2c(c1)S(=O)(=O)c1ccccc1C2=O | 1 | 0.0 | 0.7 | 0 | -1 | 101 | -7 | 1 | -10
Cn1c(N2CCC(C(N)=O)CC2)nc2c1c(=O)n(Cc1ccc(Br)cc1)c(=O)n2C | -6 | 0.8 | 0.2 | -1 | . | 102 | 10 | -1 | -3
Cn1c(=O)c2c(SCc3ccccc3)nc(C3CC3)nc2n(C)c1=O | -5 | 0.1 | 0.3 | -12 | 12 | ? | -10 | -29 | -3
O=C(NCc1ccccn1)c1cccc(NS(=O)(=O)c2cccc(F)c2)c1 | 2 | 0.3 | -2.1 | -1 | 21 | 97 | -2 | -2 | -5
S=C1N(c2ccccc2)C(c2cccc3ccccc23)N2CCCN12 (stereo unspecified) | -2 | -1.2 | -0.8 | 4 | -10 | 100 | -11 | 2 | -3
CC1Oc2ccccc2C=C1/C=N/NC(=O)c1ccccc1 (stereo unspecified) | -1 | 1.5 | -1.0 | 3 | 38 | 97 | -3 | -2 | -5
O=C(NC(=S)NC1CCCCC1)c1ccccc1 | 1 | -1.0 | -0.7 | 0 | -4 | 101 | -24 | 6 | -11
